Diaphorase act – counter-screen for diaphorase-based assays: diaphorase activators and chemical reducers. activation factor at 20 µM. Diaphorase/resazurin coupled assay, resorufin fluorescence, 16 min; active compounds read high; 1 = vehicle wells, 0 = NADH-free wells. 0.005% of 190,000 active;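 active = diaphorase activity raised at least twofold by the compound at 20 µM; inactive = activation factor below 2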
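Assay system: bacterial diaphorase enzyme (C. kluyveri) / Input: enzyme 0.07 U/mL final / Medium: 50 mM HEPES pH 7.4 with 4.542 mM MgCl2, 0.005% Tween 20 / Doses: single compound dose of 20 µM, 1% DMSO final / Incubation: 16 min enzyme reaction, ambient temperature / Signal: fluorescence, excitation 544 nm and emission 590 nm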
TNAP act hiacc – TNAP (human) activation, high acceptor; P05186; purified TNAP, CDP-star luminescence, 1 M DEA, 30 min; active compounds read high; 0 = EDTA background, 1 = DMSO-only activity; activation factor at 20 µM; 200,000 tested, under 10 active; AID 1136;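 active = activation factor at least 2 at 20 µM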
Target sequence (P05186 whole entry, looked up): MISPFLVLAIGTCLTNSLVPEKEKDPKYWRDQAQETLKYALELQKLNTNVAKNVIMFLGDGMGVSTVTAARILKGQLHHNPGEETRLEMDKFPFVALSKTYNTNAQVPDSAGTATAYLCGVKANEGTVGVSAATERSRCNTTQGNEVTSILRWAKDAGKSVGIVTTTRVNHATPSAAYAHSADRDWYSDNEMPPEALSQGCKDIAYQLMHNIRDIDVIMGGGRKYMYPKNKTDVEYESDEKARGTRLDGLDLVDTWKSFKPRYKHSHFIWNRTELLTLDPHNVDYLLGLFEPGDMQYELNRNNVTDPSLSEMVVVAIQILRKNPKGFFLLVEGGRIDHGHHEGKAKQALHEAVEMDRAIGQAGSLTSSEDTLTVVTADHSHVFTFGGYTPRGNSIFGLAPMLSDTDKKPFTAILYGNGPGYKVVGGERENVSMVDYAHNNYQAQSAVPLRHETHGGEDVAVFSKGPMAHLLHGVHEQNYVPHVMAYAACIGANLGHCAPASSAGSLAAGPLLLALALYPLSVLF
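Dosing: 20 µM single point. System: human TNAP. Amount: TNAP 1/800 final. Incubation: 30 min, room temperature. Read-out: TNAP activation factor scaled between EDTA and DMSO control wells. Signal: luminescence from CDP-star hydrolysis. Medium: 1 M DEA, pH 9.8, Mg2+, Zn2+. Control set: EDTA negative control, DMSO positive control.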
TNAP inh noacc – blocks human TNAP activity with no phosphate acceptor present. P05186. AID 1012. 0.26% of 200,000 active. inhibition, % at 20 µM. purified TNAP, CDP-star luminescence, 30 min;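 active = tissue-nonspecific alkaline phosphatase inhibition above about 50% at 20 µM in the single-dose screen, limit read from the data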;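 also: 0% = DMSO negative control and 100% = EDTA positive control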
L major viab – reduces viability of Leishmania major promastigotes; inhibition, % at 10 µM; resazurin fluorescence viability; AID 1063; 9% of 200,000 active; in the data active = inhibition above about 50%;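 also: promastigotes grown with compound for 44 hours at 28 °C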
PMI activator – activators of human phosphomannose isomerase | 0.005% of 190,000 active | activation factor at 20 µM | P34949 | purified human PMI, coupled resazurin fluorescence, 20 min; active compounds read high; 1 = vehicle control, 0 substrate-free wells;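 active = activation factor of 2 or more at 20 µM, relative to plate controls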
Target sequence (P34949 whole entry, looked up): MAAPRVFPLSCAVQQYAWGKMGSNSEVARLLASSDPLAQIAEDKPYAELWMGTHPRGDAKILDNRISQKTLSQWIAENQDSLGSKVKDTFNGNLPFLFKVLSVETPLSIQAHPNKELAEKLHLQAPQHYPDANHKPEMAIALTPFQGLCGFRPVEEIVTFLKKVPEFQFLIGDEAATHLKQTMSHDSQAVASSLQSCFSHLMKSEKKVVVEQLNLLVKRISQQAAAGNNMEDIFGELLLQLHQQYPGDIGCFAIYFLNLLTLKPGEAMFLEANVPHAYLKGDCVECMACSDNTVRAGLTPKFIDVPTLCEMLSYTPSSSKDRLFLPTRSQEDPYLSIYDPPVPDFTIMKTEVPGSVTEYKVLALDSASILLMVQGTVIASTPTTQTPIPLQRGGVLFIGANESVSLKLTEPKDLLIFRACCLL
Diaphorase inh – inhibits diaphorase or chemically oxidizes, flagging diaphorase assay artifacts. AID 1217. diaphorase resazurin-to-resorufin fluorescence, NADH, 16 min; bacterial (C. kluyveri) enzyme, not human. 0.69% of 190,000 active. inhibition, % at 20 µM;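 active = primary screen inhibition at 20 µM above a set limit, cut at about 50% in these data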;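 also: plate controls were DMSO with full reaction for no effect and wells lacking NADH for full effect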
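Assay system: diaphorase enzyme from Clostridium kluyveri. Quantity: enzyme working solution with 0.14 U/mL diaphorase. Schedule: reaction incubation of 16 min at room temperature. Technique: resorufin fluorescence, excitation 544 nm, emission 590 nm. Controls: No-NADH positive control and DMSO neutral control.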
bIAP inhibitor – intestinal alkaline phosphatase (bovine) inhibition; purified bovine IAP, CDP-star luminescence, 30 min; inhibition, % at 20 µM; 190,000 tested, under 10 active;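 active = over 50% inhibition of intestinal alkaline phosphatase at 20 µM in the single-dose screen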
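test system = bovine IAP enzyme | medium = DEA buffer 100 mM, pH 9.8, with MgCl2 1.0 mM, ZnCl2 0.02 mM | detection = luminescence | dosing = single compound dose of 20 µM, 2% DMSO final | incubation = 30 min reaction at room temperature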
TNAP inh hiacc – inhibitors of human TNAP at high phosphate acceptor concentration; P05186; purified TNAP, CDP-star luminescence, 1 M DEA; inhibition, % at 20 µM; 0.03% of 200,000 active;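 active = over 50% inhibition of tissue-nonspecific alkaline phosphatase at 20 µM in the single-dose screen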;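 also: plate controls were DMSO wells for no effect and EDTA-quenched wells as full inhibition for full effect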
bIAP act – increases bovine intestinal alkaline phosphatase activity | 0.17% of 200,000 active | activation factor at 20 µM | purified bovine IAP, CDP-star luminescence, 30 min; active compounds read high; fold of DMSO-control signal, blank-subtracted | AID 1016;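 active = activation factor of 2 or more at 20 µM, a signal rise over negative controls twice the positive control's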
PMI act hi M6P – PMI (human) activation, high substrate | P34949 | coupled PMI enzyme assay, resazurin fluorescence, 20 min; active compounds read high; 1 = untreated enzyme, 0 = substrate-free blank | activation factor at 20 µM | 0.34% of 190,000 active | AID 1216;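 active = activation factor of 2 or more at 20 µM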
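Material: human phosphomannose isomerase with PGI, G6PDH, diaphorase coupling enzymes. Quantity: 15 ng/mL PMI. Medium: HEPES pH 7.4 buffer with MgCl2 and Tween-20. Reagent: Near-saturating mannose-6-phosphate, 1.0 mM. Compound: 20 µM single dose. Times: enzyme reaction with compound 20 min at room temperature. Detection: resorufin fluorescence at Ex 544/Em 590 nm.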
* marks the source's active call; other numbers are inactive results; / = not tested or not shown. An unsorted share of the library (roughly 10% active in at least one column).

# | smiles | Diaphorase act | TNAP act hiacc | TNAP inh noacc | L major viab | PMI activator | Diaphorase inh | bIAP inhibitor | TNAP inh hiacc | bIAP act | PMI act hi M6P
1 | O=C(NCC(F)(F)F)Nc1ccccn1 | 1 | 1 | -10 | -5 | 1 | 4 | 10 | -2 | 0.9 | 1
2 | Fc1ccc(N2CCN(Cc3cnc(Oc4ccc(Br)cc4)s3)CC2)cc1 | 1 | 1.1 | 5 | -8 | 1.1 | -5 | 2 | -7 | 1 | 1.1
3 | c1ccc(NCc2cccnc2)cc1 | 0.9 | 1 | -10 | 13 | 0.9 | 8 | 16 | -4 | 0.8 | 0.9
4 | CCCCn1c(N)c(N(CC)C(=O)CCc2ccccc2)c(=O)[nH]c1=O | 0.9 | 1 | 1 | -2 | 0.9 | 7 | 0 | -4 | 1 | 1
5 | Cc1c(C(=O)Oc2cc(N)n(S(C)(=O)=O)n2)cccc1[N+](=O)[O-] | 0.9 | 1 | 4 | 1 | 1.2 | 11 | 1 | -2 | 1 | 0.9
6 | Cc1ccc(S(=O)(=O)NCc2ccc3c(c2)cc(C)n3C)cc1 | 0.8 | 1 | 0 | -3 | 0.8 | 21 | 17 | -2 | 0.8 | 0.8
7 | CCc1ccc(S(=O)(=O)Nc2cccc(C3OCCCO3)c2)cc1 | 1 | 1 | -8 | -1 | 1 | 3 | -7 | -1 | 1.1 | 1
8 | O=C(Nc1cc2c(cc1Cl)OCCCO2)c1ccc(F)cc1 | 0.9 | 1 | -1 | -10 | 1 | 7 | 4 | 1 | 1 | 0.9
9 | O=C(c1ccccc1Br)N1CCCC(c2nc(-c3cccs3)no2)C1 (stereo unspecified) | 0.9 | 1 | -14 | 3 | 0.9 | 13 | -20 | -4 | 1.2 | 0.9
10 | CC(=O)N1CCN(CCN=CC2=C(O)CC(C)(C)CC2=O)CC1 | 0.9 | 1.1 | -16 | -4 | 1.2 | 12 | 9 | -6 | 0.9 | 1.4
11 | Cc1ccccc1CN1CCN(S(C)(=O)=O)CC1 | 0.9 | 1 | -15 | 5 | 1 | 7 | 13 | -4 | 0.9 | 1.1
12 | CCn1c(NCc2ccccn2)nc2ccccc21 | 0.9 | 1 | -3 | 1 | 0.9 | 14 | 0 | 2 | 1 | 0.8
13 | CC(C)Nc1nnc(SCC(=O)NCc2ccc3c(c2)OCO3)s1 | 0.8 | 1.1 | -4 | -10 | 0.8 | 15 | -10 | -6 | 1.1 | 0.8
14 | [2H]c1c([2H])c([2H])c(C(=O)c2sc(N3CCCCCC3)nc2-c2ccccc2)c([2H])c1[2H] | 0.7 | 1 | -8 | 22 | 0.7 | 27 | 13 | -1 | 0.9 | 0.7
15 | O=S(=O)(c1ccc2c(c1)OCO2)N1CCN(c2nnnn2-c2ccccc2)CC1 | 1 | 1.1 | -9 | -8 | 1 | 4 | 0 | -7 | 1 | 0.9

In another format: results already given.
[4] CCCCn1c(N)c(N(CC)C(=O)CCc2ccccc2)c(=O)[nH]c1=O
  Diaphorase act: 0.9; TNAP act hiacc: 1; TNAP inh noacc: 1; L major viab: -2; PMI activator: 0.9; Diaphorase inh: 7; bIAP inhibitor: 0; TNAP inh hiacc: -4; bIAP act: 1; PMI act hi M6P: 1
[5] Cc1c(C(=O)Oc2cc(N)n(S(C)(=O)=O)n2)cccc1[N+](=O)[O-]
  Diaphorase act: 0.9; TNAP act hiacc: 1; TNAP inh noacc: 4; L major viab: 1; PMI activator: 1.2; Diaphorase inh: 11; bIAP inhibitor: 1; TNAP inh hiacc: -2; bIAP act: 1; PMI act hi M6P: 0.9

(continued)
# | smiles | Diaphorase act | TNAP act hiacc | TNAP inh noacc | L major viab | PMI activator | Diaphorase inh | bIAP inhibitor | TNAP inh hiacc | bIAP act | PMI act hi M6P
16 | CCOc1ccc(C2CC(=O)n3nc(C45CC6CC(CC(C6)C4)C5)nc3S2)cc1OC (stereo unspecified) | 0.8 | 1 | 85* | -4 | 0.9 | 15 | 4 | -3 | 1 | 1
17 | CN(CCc1cn[nH]c1)C(=O)CC1C(=O)NCCN1Cc1cccc(Oc2ccccc2)c1 (stereo unspecified) | 0.9 | 1.1 | -9 | 1 | 1 | 8 | -12 | -8 | 1.1 | 0.8
18 | Cc1nn(C(C)(C)C)c(N)c1-c1ccccc1 | 0.9 | 1 | -5 | 12 | 1 | 7 | 6 | -2 | 0.9 | 1
19 | Cc1cccc(-n2cccc2)c1C#N | 1 | 1 | 2 | 4 | 1.1 | -5 | -3 | -4 | 1 | 1
20 | O=C(Nc1ccccc1Cl)c1cc[n+](Cc2ccc([N+](=O)[O-])cc2)cc1 | 0.9 | 1.1 | -14 | -3 | 1 | 11 | 0 | -7 | 1 | 1
21 | CC1=NN(c2cccc(Cl)c2)C(=O)C12CC(C)=C(C)CS2 (stereo unspecified) | 0.9 | 1 | -16 | 19 | 1 | 14 | 44 | -5 | 0.6 | 1
22 | O=C(COc1ccc(Cl)cc1Cl)Nc1cccnc1 | 0.9 | 1 | -8 | 4 | 1.1 | 7 | 14 | -2 | 0.9 | 1
23 | N#CCC(=O)NCCCOC(=O)Nc1ccc(Cl)c(Cl)c1 | 0.9 | 1.1 | -12 | 6 | 1 | 13 | 12 | -6 | 0.9 | 1
24 | CCOC(=O)C1=C(C)NC(=S)N(C(C)=O)C1c1ccc(Cl)cc1 (stereo unspecified) | 0.7 | 1 | 3 | 0 | 1.1 | 26 | -1 | 0 | 1 | 0.9
25 | CCCCC(CC)C(=O)Nc1ccc(Cl)cn1 (stereo unspecified) | 0.9 | 1.1 | -12 | -3 | 0.9 | 13 | 8 | -5 | 0.9 | 0.9
26 | Cc1nc2nc(SCC(=O)NCCN3CCOCC3)nn2c(C)c1Cc1ccccc1 | 0.8 | 1.1 | -7 | 2 | 0.9 | 16 | -2 | -6 | 1 | 0.9
27 | O=C(OCC(=O)c1ccccc1Br)c1ccccn1 | 0.8 | 1 | -13 | -5 | 1 | 17 | 5 | -2 | 1 | 1.1
28 | O=C(O)CCC(=O)Nc1ccccc1C(=O)NC1CCCCC1 | 0.8 | 1 | -8 | 2 | 0.9 | 18 | 11 | -3 | 0.9 | 0.9
29 | C=CCOC(=O)COc1ccc2c(C)c(C)c(=O)oc2c1 | 1 | 1 | -12 | -5 | 1.1 | -1 | 0 | -5 | 1 | 1.1
30 | COc1ccccc1C(=O)NCCc1nc2ccccc2n1C | 0.9 | 1.1 | -13 | / | 1.1 | 10 | 2 | -8 | 1 | 1
31 | CCC1Oc2ccccc2N(CC(=O)Nc2ccc(OC)cc2OC)C1=O (stereo unspecified) | 0.9 | 1 | 4 | -1 | 1 | 10 | 6 | 1 | 0.9 | 1
32 | COc1ccc(C(=O)N/N=C/c2ccc(OC)c(OS(=O)(=O)c3ccccc3)c2)cc1 | 1 | 0.9 | -1 | 91* | 1.1 | 2 | 15 | 8 | 0.9 | 1.1
33 | O=C(O)c1cccc(NC(=O)c2cccc(S(=O)(=O)N3CCCCC3)c2)c1 | 0.9 | 1.1 | -9 | -6 | 1 | 14 | 10 | -7 | 0.9 | 1
34 | O=C(NC1CCCCC1)C1CCN(S(=O)(=O)c2cccs2)CC1 | 0.9 | 1.1 | -14 | 5 | 0.9 | 13 | 4 | -6 | 1 | 0.9
35 | COc1ccccc1NC(=O)Nc1ccccc1Br | 0.8 | 1.1 | -12 | 18 | 0.9 | 16 | 10 | -8 | 0.9 | 1
36 | CCn1c(=O)c2c(nc(SCc3ccccn3)n2C)n(C)c1=O | 0.9 | 1 | -7 | -8 | 1 | 9 | 4 | -3 | 1 | 1.1
37 | COc1ccc(NC(=O)CN(C)S(=O)(=O)c2cccc3nsnc23)cc1 | 0.9 | 1.1 | -15 | -10 | 1.1 | 6 | 13 | -7 | 0.9 | 1
38 | COc1ccc(CCNc2c([N+](=O)[O-])c(=O)oc3ccccc23)cc1OC | 0.9 | 1 | -3 | -1 | 1 | 14 | 3 | 3 | 1 | 1

Five entries out of the list above, arranged by the number in TNAP inh hiacc, ascending.
| no. | Compound | TNAP act hiacc | TNAP inh noacc | PMI activator | Diaphorase inh | bIAP inhibitor | TNAP inh hiacc | bIAP act | PMI act hi M6P |
| --- | --- | --- | --- | --- | --- | --- | --- | --- | --- |
| 37 | COc1ccc(NC(=O)CN(C)S(=O)(=O)c2cccc3nsnc23)cc1 | 1.1 | -15 | 1.1 | 6 | 13 | -7 | 0.9 | 1 |
| 13 | CC(C)Nc1nnc(SCC(=O)NCc2ccc3c(c2)OCO3)s1 | 1.1 | -4 | 0.8 | 15 | -10 | -6 | 1.1 | 0.8 |
| 25 | CCCCC(CC)C(=O)Nc1ccc(Cl)cn1 (stereo unspecified) | 1.1 | -12 | 0.9 | 13 | 8 | -5 | 0.9 | 0.9 |
| 16 | CCOc1ccc(C2CC(=O)n3nc(C45CC6CC(CC(C6)C4)C5)nc3S2)cc1OC (stereo unspecified) | 1 | 85* | 0.9 | 15 | 4 | -3 | 1 | 1 |
| 5 | Cc1c(C(=O)Oc2cc(N)n(S(C)(=O)=O)n2)cccc1[N+](=O)[O-] | 1 | 4 | 1.2 | 11 | 1 | -2 | 1 | 0.9 |

Random excerpt: 3 entries already listed, in no set order.
# | smiles | Diaphorase act | TNAP act hiacc | TNAP inh noacc | L major viab | PMI activator | Diaphorase inh | bIAP inhibitor | TNAP inh hiacc | bIAP act | PMI act hi M6P
3 | c1ccc(NCc2cccnc2)cc1 | 0.9 | 1 | -10 | 13 | 0.9 | 8 | 16 | -4 | 0.8 | 0.9
8 | O=C(Nc1cc2c(cc1Cl)OCCCO2)c1ccc(F)cc1 | 0.9 | 1 | -1 | -10 | 1 | 7 | 4 | 1 | 1 | 0.9
13 | CC(C)Nc1nnc(SCC(=O)NCc2ccc3c(c2)OCO3)s1 | 0.8 | 1.1 | -4 | -10 | 0.8 | 15 | -10 | -6 | 1.1 | 0.8
